LYPLA1 inh: counter-screen for PME1 inhibitors: inhibitors of human LYPLA1. recombinant LYPLA1, FP-Rh probe fluorescence polarization. inhibition, % at 5.9 µM. hit rate 0.16% among 320,000. O75608;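 active = inhibition above the mean of all tested compounds plus 3 SD, set per campaign, cut at about 14% in these data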;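 note: inhibitors block serine hydrolase probe labeling of LYPLA1 so polarization falls; 0% = enzyme with DMSO and 100% = wells lacking LYPLA1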
Target sequence (O75608 whole entry, looked up): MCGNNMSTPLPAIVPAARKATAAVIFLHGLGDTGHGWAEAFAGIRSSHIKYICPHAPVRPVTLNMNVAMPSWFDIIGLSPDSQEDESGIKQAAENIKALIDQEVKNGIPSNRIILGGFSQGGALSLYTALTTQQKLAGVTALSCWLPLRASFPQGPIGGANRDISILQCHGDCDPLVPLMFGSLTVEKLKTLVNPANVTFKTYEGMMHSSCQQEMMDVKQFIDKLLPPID
GSTO1 counter: GSTO1 inhibition, counter-screen for RBBP9 inhibitors. P78417. recombinant GSTO1, activity-based probe fluorescence polarization. inhibition, % at 5.96 µM. hit rate 1.1% among 300,000. AID 1974;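 active = inhibition above the campaign mean inhibition plus 3 SD, cut at about 35% in these data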;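 note: 0% = GSTO1-1 with DMSO and 100% = wells lacking GSTO1-1 enzyme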
Target sequence (P78417 whole entry, looked up): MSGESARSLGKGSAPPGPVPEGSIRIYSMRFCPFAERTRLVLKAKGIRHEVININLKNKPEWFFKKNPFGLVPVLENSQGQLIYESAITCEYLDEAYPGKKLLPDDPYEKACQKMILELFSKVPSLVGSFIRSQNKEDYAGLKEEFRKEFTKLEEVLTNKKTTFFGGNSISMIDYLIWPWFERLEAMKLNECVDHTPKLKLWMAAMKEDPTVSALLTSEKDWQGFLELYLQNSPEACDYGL
PAFAH1B3 FP inh: inhibitors of human PAFAH1B3 | recombinant PAFAH1B3, FP-rhodamine probe, fluorescence polarization | AID 492972 | Q15102 | hit rate 0.28% among 340,000 | inhibition, % at 3.39 µM;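 active = inhibition above the screen-wide average of all tested compounds plus 3 SD, cut at about 25% in these data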;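 note: 0% = enzyme with DMSO only and 100% = wells lacking PAFAH1B3 protein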
PAFAH1B2 FP inh: blocks human PAF acetylhydrolase 1b catalytic subunit 2 | hit rate 1.2% among 340,000 | AID 492953 | P68402 | inhibition, % at 3.39 µM | recombinant PAFAH1B2, FP-rhodamine activity probe, fluorescence polarization;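 active = inhibition above the mean of all tested compounds plus 3 SD, cut at about 24% in these data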;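 note: 0% = enzyme with DMSO and 100% = wells lacking PAFAH1B2; many of its hits are not listed in these tables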
Target sequence (P68402 whole entry, looked up): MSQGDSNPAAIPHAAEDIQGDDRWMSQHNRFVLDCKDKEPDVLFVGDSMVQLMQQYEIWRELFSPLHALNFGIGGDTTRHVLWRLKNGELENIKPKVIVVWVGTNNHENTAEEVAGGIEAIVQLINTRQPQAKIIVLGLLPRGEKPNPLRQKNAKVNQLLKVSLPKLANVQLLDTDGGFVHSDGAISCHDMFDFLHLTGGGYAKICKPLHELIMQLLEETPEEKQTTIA
pPAFAH FP inh: pPAFAH (human) enzyme inhibition; Q13093; recombinant pPAFAH, FP-rhodamine probe fluorescence polarization; inhibition, % at 3.39 µM; hit rate 1.5% among 330,000; AID 463082;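 active = inhibition above the mean inhibition across the screen plus 3 SD, cut at about 25% in these data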;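 note: inhibitors block binding of the rhodamine activity-based probe so polarization drops; 0% = enzyme with DMSO and 100% = wells lacking pPAFAH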
PAD4 inh: inhibitors of human PAD4. recombinant PAD4, RCA probe fluorescence polarization. inhibition, % at 6.36 µM. hit rate 0.41% among 330,000;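 active = percent inhibition above a cutoff equal to the mean of all tested compounds plus 3 SD, cut at about 15% in these data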;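 note: 0% = PAD4 with RCA probe and DMSO and 100% = probe without PAD4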
PREPL inh: inhibitors of human prolyl oligopeptidase-like enzyme PREPL | recombinant PREPL, fluorescence polarization activity-based probe | inhibition, % at 5.96 µM | AID 2751 | Q4J6C6 | hit rate 0.68% among 320,000; in the data active = inhibition above about 43%;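 note: 0% = enzyme with DMSO and 100% = wells lacking enzyme; many of its hits are not listed in these tables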
PME-1 inh: blocks human protein phosphatase methylesterase 1. recombinant PME-1, FP-Rh probe fluorescence polarization. Q9Y570. inhibition, % at 5.9 µM. hit rate 0.53% among 320,000;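 active = inhibition above the campaign mean of all compounds plus 3 SD, cut at about 26% in these data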;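 note: competitive labeling of PME-1 active site by serine hydrolase directed probe; 0% = PME-1 with DMSO and 100% = wells lacking PME-1 enzyme; inhibitors block probe labeling so polarization falls and inhibition rises; many of its hits are not listed in these tables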
LYPLA2 inh: counter-screen for PME1 inhibitors: inhibitors of human LYPLA2; AID 2177; O95372; inhibition, % at 5.9 µM; hit rate 0.38% among 320,000; recombinant LYPLA2, FP-Rh probe fluorescence polarization;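 active = inhibition above the screen-wide mean plus 3 SD, limit set per campaign, cut at about 26% in these data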;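 note: 0% = LYPLA2 with DMSO and 100% = wells lacking LYPLA2 enzyme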
Target sequence (O95372 whole entry, looked up): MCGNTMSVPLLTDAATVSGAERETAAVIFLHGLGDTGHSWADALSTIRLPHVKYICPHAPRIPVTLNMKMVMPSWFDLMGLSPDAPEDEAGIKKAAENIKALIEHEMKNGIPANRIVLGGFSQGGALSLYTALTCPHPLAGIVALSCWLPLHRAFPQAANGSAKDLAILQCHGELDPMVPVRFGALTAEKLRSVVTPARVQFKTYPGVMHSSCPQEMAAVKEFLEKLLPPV
The depositor's hits bear a star; . = not tested or not shown. This is a subset (hit frequency here may not be typical).

SMILES	LYPLA1 inh	GSTO1 counter	PAFAH1B3 FP inh	PAFAH1B2 FP inh	pPAFAH FP inh	PAD4 inh	PREPL inh	PME-1 inh	LYPLA2 inh
CC(C)CCNC(=O)CN(CCCN1CCOCC1)C(=O)Cn1nnc(-c2ccc(F)cc2)n1	1	4	2	-2	7	-6	8	-1	2
Cc1cc(C)cc(N(CC(=O)NC2CCCCC2)C(=O)c2csnn2)c1	4	1	3	2	3	1	6	0	8
COc1cc(C(=O)NC2CCCCC2)ccc1OC1CCN(C(C)=O)CC1	5	5	5	-1	4	1	3	-2	8
CCC/C(=N/NC(=O)c1nnn(-c2nonc2N)c1CN1CCCCC1)c1ccccc1	-4	8	5	-1	5	0	11	-9	3
O=C(NCc1csc(-c2cccs2)n1)Nc1cccc(Cl)c1	-2	6	-2	1	-2	8	2	0	-3
O=C1C2C3C=CC(CO)(O3)C2C(=O)N1c1ccc(-c2ccccc2)cc1 (configuration not stated)	-5	-5	.	.	28*	-4	4	-2	0
COc1ccc(OCc2nnc(SCC(=O)NCc3ccco3)o2)cc1	-4	-1	6	-3	7	2	0	-1	-1
COc1ccc(Nc2cc(C)c3ccccc3n2)cc1	2	2	11	3	0	-3	13	13	5
COc1cccc(NC(=O)n2nc(N)cc2-c2ccc(Cl)cc2)c1	-7	0	-1	3	12	-1	5	6	-7
CNC(=S)N1CCc2cc(OC)c(OC)cc2C1	0	-5	-12	2	-2	-3	16	-5	-7
COc1ccccc1-n1cc(CN2CCN(C3CCCCC3)C(CCO)C2)cn1 (configuration not stated)	-1	4	12	-2	-3	3	-3	-8	9
CCCCCCNC(=O)CCCCCNS(=O)(=O)c1ccc(Br)cc1	4	7	9	14	19	4	23	1	17
COc1ccc(S(=O)(=O)n2ccc(-c3ccc(OCCN(C)c4ccccn4)cc3)n2)cc1	-6	-1	0	1	2	-1	-8	-2	-7
COc1cc(/C=C2\SC(=S)N(CCC(=O)NC3CCCC3)C2=O)cc(OC)c1OC	1	4	-3	2	-1	-5	20	-1	-4
COc1ccc(CCNC(=O)COc2cc(C)cc3oc(=O)cc(C)c23)cc1OC	1	2	8	4	-2	-2	8	0	-4
CCN1C(=O)C(CC(=O)Nc2ccc(OC)cc2)N(CCN2CCOCC2)C1=S (configuration not stated)	1	6	1	0	-1	7	13	0	2
CC1(C)CC(=O)C(C(=O)/C=C/NCCc2ccccc2)C(=O)C1	0	7	3	-5	5	3	10	-4	4
COc1ccc(CNC(=O)c2cc3ccccc3o2)cc1OC	2	-8	17	10	-4	0	4	-2	2
Cc1nnsc1NC(=O)OCc1ccc(C(F)(F)F)cc1	3	-1	-1	2	2	-1	-23	-11	9
O=c1cc(N2CCCCC2)nc2n1CCCS2	1	5	6	0	5	-2	6	6	1
O=C(O)CN1C(=O)C(=O)N(Cc2ccc(Cl)cc2Cl)C1=O	-2	-3	5	25*	6	-5	-3	-9	-1
CS(=O)(=O)N(CC(=O)NCc1ccco1)c1ccccc1Cl	3	-2	-1	4	-2	-4	2	-3	2
Cn1c([N+](=O)[O-])cnc1COC(N)=O	2	2	9	6	-1	-3	-6	-6	2
Cc1cc(C)n(Cc2ccc(Cl)nc2)n1	-3	5	0	-1	-1	3	2	1	0
Cc1nc(N2CCCCC2)c(C#N)c(C)c1[N+](=O)[O-]	2	2	0	-3	-5	-5	19	5	1

Three compounds from above, limited to LYPLA1 inh, pPAFAH FP inh and GSTO1 counter:
SMILES,LYPLA1 inh,pPAFAH FP inh,GSTO1 counter
COc1ccccc1-n1cc(CN2CCN(C3CCCCC3)C(CCO)C2)cn1 (configuration not stated),-1,-3,4
CCCCCCNC(=O)CCCCCNS(=O)(=O)c1ccc(Br)cc1,4,19,7
COc1ccc(S(=O)(=O)n2ccc(-c3ccc(OCCN(C)c4ccccn4)cc3)n2)cc1,-6,2,-1

Additional compounds follow.
SMILES	LYPLA1 inh	GSTO1 counter	PAFAH1B3 FP inh	PAFAH1B2 FP inh	pPAFAH FP inh	PAD4 inh	PREPL inh	PME-1 inh	LYPLA2 inh
COc1cc(F)ccc1S(=O)(=O)n1c(C)nc2ccccc21	-4	6	9	2	-6	2	2	-4	-9
O=C(NNC(=S)Nc1ccccc1)c1ccco1	0	1	2	7	1	-4	2	0	-1
Cc1ccc(S(=O)(=O)N2CCN(C(=O)N3CCOCC3)C2C(C)C)cc1 (configuration not stated)	-4	6	14	7	0	5	-4	2	0
CCCCn1cnc2c(oc3nc4c(cc32)CCCC4)c1=O	0	6	6	6	2	-2	0	6	1
CC1CCN(c2c(NCC3CCC(C(=O)NCc4ccccc4Cl)CC3)c(=O)c2=O)CC1 (configuration not stated)	11	1	-5	9	5	0	23	2	16
COc1cc(OC)c(NC2c3ccccc3C(=O)N2c2cc(C)ccn2)cc1Cl (configuration not stated)	0	4	7	0	10	-2	1	5	1
O=C(Nc1nnc(S(=O)(=O)N2CCCC2)s1)c1ccccc1Br	-4	-55	6	6	3	1	-3	2	-4
Cn1ccsc1=NC(=O)c1ccccc1F	-6	3	3	1	3	0	-4	-7	-1
Clc1cc2c(cc1/C=N/Nc1nc(N3CCOCC3)nc(N3CCOCC3)n1)OCO2	-1	8	2	-5	5	-6	5	-6	7
COC(=O)CSc1nnc(Cc2cc(=O)[nH]c(=O)[nH]2)n1-c1cccc(OC)c1	-3	0	6	-2	2	-6	-6	-4	-2
CCOC(=O)CSc1ccc(C(=O)N2CCN(C)CC2)cc1[N+](=O)[O-]	3	9	10	4	4	4	-3	-3	3
CCOC(=O)c1ccc(NC(=S)NNC(C)(C)C)cc1	1	8	.	.	2	0	0	-3	-2
O=C(Nc1cc2c(cc1Cl)OCCCO2)c1ccccc1	0	2	-1	1	0	-1	4	-7	-5
CCc1ccc(NC(=O)CO/N=C(\C)c2cc3ccccc3o2)cc1	-10	4	2	-5	3	-8	-30	-11	-16
COc1ccc(CN(CC2CCC(C(=O)O)CC2)C(=S)Nc2cc(Cl)ccc2OC)cc1 (configuration not stated)	2	1	1	13	7	-4	20	2	4
CC1Cc2ccccc2N1C(=O)c1cnc2n(c1=O)CCS2 (configuration not stated)	-3	3	-1	2	1	1	-2	-1	-1
O=C(COc1ccc(S(=O)(=O)N2CCOCC2)cc1Cl)NCc1ccco1	0	0	5	2	0	-2	0	-3	-1
Cc1ccc(-n2nc3c(c2NC(=O)c2ccco2)CS(=O)C3)c(C)c1 (configuration not stated)	4	1	10	2	-6	-3	2	1	-1
CCn1c(O)c(/C=C2\C=Nc3ccccc32)sc1=Nc1ccc(C)cc1	0	4	-2	7	4	-2	4	6	1
Cn1c(SCC(=O)Nc2ccc3c(c2)oc2ccccc23)nnc1-c1ccccc1	-1	-2	4	7	8	1	-1	-4	-4
CCOC(=O)C1=C(CNC(C)(C)CC(C)(C)C)NC(=O)NC1c1cccc([N+](=O)[O-])c1 (configuration not stated)	-2	5	7	15	3	2	21	5	-8
CC(=O)Nc1cc(-c2nn(C)c(=O)c3ccccc23)ccc1N1CCCCC1	-2	5	1	0	5	0	0	-8	-5
CC(C)c1ccccc1	1	.	6	2	4	-2	6	-2	-2
O=c1[nH]c2ccccc2cc1CN(Cc1ccco1)S(=O)(=O)c1ccccc1	-1	-2	4	2	1	-7	-14	-2	-1
O=C(CN1C(=O)C2(OCCO2)c2cc(Br)ccc21)NO	2	6	14	5	2	2	9	14	6

Further entries:
SMILES	LYPLA1 inh	GSTO1 counter	PAFAH1B3 FP inh	PAFAH1B2 FP inh	pPAFAH FP inh	PAD4 inh	PREPL inh	PME-1 inh	LYPLA2 inh
Cc1ccc(SCC(=O)NC(=O)Nc2ccc3c(c2)OCCO3)c(C)c1	-1	6	3	0	-2	-1	0	-8	1
CC(=O)Nc1c(O)c2cccc3c2n(c1=O)CCC3	-2	2	11	5	-6	3	9	7	1
CC(C)Oc1ccc(C(=O)/C=C2/C(=O)Nc3ccccc32)cc1	-2	3	7	7	3	-7	-4	-6	-1
CC(C)CCNC(=O)c1ccc2c(SCC(=O)O)c3c(nc2c1)CCC3	2	-13	3	4	4	4	9	-1	0
CC1CCN(C(=O)c2ccc(COc3ccccc3Cl)o2)CC1	4	-5	8	4	10	5	20	3	12
CCOC(=O)Nc1cc(C)ccc1OC	0	0	-4	-1	7	-3	6	0	0
O=C(CSc1nc2cc3c(cc2c(=O)n1CCC1=CCCCC1)OCO3)NCc1ccco1	-3	4	11	6	2	3	-8	-2	-6
CC(C)[C@H](NC(N)=O)C(=O)NCCc1ccc(Cl)cc1	0	10	-3	15	6	3	10	-1	-6
CCCS(=O)(=O)N1CCCC(C(=O)NCCCOCC)C1 (configuration not stated)	2	8	10	0	6	-3	-2	-4	2
CCN(CC)c1ccc(/C=C(/C#N)c2nc3ccccc3[nH]2)c(OC(C)C)c1	-10	11	14	2	9	-10	20	9	-3
Cc1cc(NC(=O)CSc2nc3ccccc3n2CCC#N)no1	-1	2	3	1	-3	0	17	2	-1
Cc1ccc(/C=C/C(=O)O)cc1S(=O)(=O)NCCCO	-3	11	3	2	1	2	20	-4	3
O=C(Nc1ccccc1Br)c1cc[n+]([O-])cc1	0	4	11	3	-1	-1	5	1	13
CC(C)OP(=O)(OC(C)C)C(C)NC(=O)Cc1ccccc1 (configuration not stated)	-1	-6	14	-3	5	-3	3	1	2
O=C(CN1C2CCC1CC(NC(=O)Nc1ccccc1)C2)NCc1ccco1 (configuration not stated)	-1	5	0	0	1	-1	-1	4	7
CC(Oc1cccc(Cl)c1)C(=O)NCCCCc1ccccc1 (configuration not stated)	1	-2	1	12	3	-1	-5	-1	-1
COc1ccc2c(c1)c(=O)c(C(=O)O)c(-c1ccc3c(c1)OCO3)n2C	2	-3	0	2	4	3	-2	4	0
O=C(c1ccc(Cl)cc1)C1CCCN(Cc2cccn2-c2cccnc2)C1 (configuration not stated)	-1	4	7	11	-1	0	-49	4	-6
Cc1ccc(S(=O)(=O)N(C)CC(=O)OCc2nnc(-c3ccccc3)o2)cc1	-3	-2	4	-1	13	1	22	0	-7
CCN1C(=O)[C@H]2[C@@H](c3ccc(C)cc3)N3C(=O)N(c4ccccc4)C(=O)[C@@]3(C)[C@H]2C1=O	-1	2	0	0	5	0	2	-2	1
CCN(C(=O)CCNC(=O)Cn1cnc2ccccc2c1=O)c1cccc(Cl)c1	2	2	-2	3	-1	0	-6	0	4
COc1cccc(C(=O)NCCSc2c(C)[nH]c3ccccc23)c1OC	6	3	7	5	12	-2	-1	21	5
Cn1c(SCc2ccccc2Cl)nc2c1c(=O)[nH]c(=O)n2C	4	0	8	7	4	-3	1	-2	3
O=[N+]([O-])c1cc2c(c(CSc3nnc(Nc4ccccc4)s3)c1)OCOC2	-4	10	-5	0	-7	4	-6	-12	6
CSc1nc2sc(-c3ccccc3)cc2c(=O)n1N	1	2	-2	0	2	-4	-24	5	-1
O=C1c2ccccc2C(=O)N1CC(O)Cn1nnc2ccccc21 (configuration not stated)	0	-1	10	4	-4	-3	9	5	4
CC(=O)N1CCCc2cc(S(=O)(=O)CCC(=O)Nc3cccc(C)c3C)ccc21	2	3	7	2	7	-2	8	-3	3
COc1cc(NC(=O)c2cc(OC)c(OC)c(OC)c2)cc(-n2cnnn2)c1	-4	1	5	6	6	0	-2	-1	-5
C=CCn1c(CCNC(=O)c2cccs2)n[nH]c1=S	-3	3	10	1	3	2	4	-6	-1
Cn1nnnc1SCC(=O)Nc1ccccc1C(=O)NC1CC1	2	3	-3	0	1	4	13	2	8

Screening data (PubChem BioAssay)
